# High-throughput results as filed in PubChem.
# EP2 antag – human EP2 receptor antagonists, primary screen, TR-FRET cAMP, C6 glioma cells; Prostaglandin E2 receptor EP2 subtype (Homo sapiens), P43116; C6 glioma cells expressing human EP2; cells stimulated with saturating PGE2; inhibition, % at 25 µM; hit rate 0.52% among 260,000; AID 1422, 2008;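 active = percent inhibition above 40 after rounding to a whole number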;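 note: rat C6 glioma host cells with rolipram phosphodiesterase inhibitor present; the protocol text gives 20 µM as final concentration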
# Target sequence (P43116 whole entry, looked up): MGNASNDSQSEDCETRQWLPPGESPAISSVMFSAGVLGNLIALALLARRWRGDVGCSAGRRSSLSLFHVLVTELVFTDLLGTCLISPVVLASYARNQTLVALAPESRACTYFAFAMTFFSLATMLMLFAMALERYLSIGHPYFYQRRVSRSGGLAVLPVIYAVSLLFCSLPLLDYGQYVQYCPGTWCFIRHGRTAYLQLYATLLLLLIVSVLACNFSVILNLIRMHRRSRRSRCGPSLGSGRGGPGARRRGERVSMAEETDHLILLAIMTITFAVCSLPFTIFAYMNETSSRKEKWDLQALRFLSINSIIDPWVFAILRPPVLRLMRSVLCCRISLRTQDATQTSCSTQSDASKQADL
# Hck-Nef inh – inhibitors of Nef-activated human Hck kinase, primary screen, biochemical, Z-Lyte FRET, 384-well, Hck-YEEI; Recombinant Hck-YEEI plus Nef, Z-Lyte FRET kinase assay; hit rate 0.68% among 220,000; Tyrosine-protein kinase HCK (Homo sapiens), P08631; inhibition, % at 20 µM;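 active = Hck-Nef kinase inhibition above about 50%, limit read from the data; inactive = inhibition below that limit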;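 note: 0% = DMSO with Hck plus Nef and 100% = Hck alone without Nef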
# Rad51 HR inh – human RAD51 strand exchange inhibitors, primary screen, biochemical, fluorescence; hit rate 0.085% among 200,000; DNA repair protein RAD51 homolog 1 (Homo sapiens), Q06609; inhibition, % at 10 µM; hRad51 DNA strand exchange, fluorescence dequenching;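 active = inhibition above 40% at the single screening dose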;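 note: 0% = DMSO control wells and 100% = blanks with heterologous ssDNA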
# Target sequence (Q06609 whole entry, looked up): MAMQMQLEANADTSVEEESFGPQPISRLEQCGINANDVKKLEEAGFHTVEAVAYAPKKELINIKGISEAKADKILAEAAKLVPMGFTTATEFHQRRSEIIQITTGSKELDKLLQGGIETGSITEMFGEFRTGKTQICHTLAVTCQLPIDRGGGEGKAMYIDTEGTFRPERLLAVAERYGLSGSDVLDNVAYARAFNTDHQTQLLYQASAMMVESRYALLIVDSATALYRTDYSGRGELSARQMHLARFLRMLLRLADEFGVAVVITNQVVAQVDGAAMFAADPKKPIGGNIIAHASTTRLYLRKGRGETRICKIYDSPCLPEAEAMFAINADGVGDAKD
#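 System: human Rad51 nucleoprotein filaments preassembled on unlabelled ssDNA. Reagent: labelled 47-mer dsDNA for strand exchange. Schedule: 30-min compound preincubation and 15-min exchange, both room temperature. Measured by: FRET fluorescence dequenching, excitation 485 nm, emission 520 nm. Read-out: Fluorescence-based percent inhibition, control- and blank-normalised. Benchmarks: plate controls and plate blanks.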
# TbHK1 inh – Trypanosoma brucei hexokinase 1 inhibitors, primary screen, biochemical, G6PDH-coupled NADH absorbance, MLSCN library; hexokinase 1 [Trypanosoma brucei]; recombinant TbHK1, G6PDH-coupled NADH A340; inhibition, % at 10 µM; hit rate 0.11% among 220,000;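 active = inhibition of 50% or more in the single-dose primary screen; inactive = inhibition below 50%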
# m-calpain inh – inhibitors of pig calpain II, primary screen, biochemical, fluorogenic peptide substrate, 1536-well; purified calpain II, 30 min; inhibition, % at 16 µM; hit rate 0.37% among 220,000; AID 1236, 2008;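 active = inhibition above about 50%, limit read from the data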
# 14-3-3 Bad PPI – inhibitors of 14-3-3 zeta/Bad binding, primary screen, biochemical, TR-FRET, bovine 14-3-3 zeta; 14-3-3 protein zeta/delta (Bos taurus), P63103; TR-FRET 14-3-3zeta/Dy647-pBad peptide displacement, 1 h; inhibition, % at 21.7 µM; hit rate 0.71% among 220,000; AID 781, 2007;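 active = inhibition above about 70%, limit read from the data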;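 note: 0% = full 14-3-3 plus peptide FRET controls and 100% = background without 14-3-3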
# Target sequence (P63103 whole entry, looked up): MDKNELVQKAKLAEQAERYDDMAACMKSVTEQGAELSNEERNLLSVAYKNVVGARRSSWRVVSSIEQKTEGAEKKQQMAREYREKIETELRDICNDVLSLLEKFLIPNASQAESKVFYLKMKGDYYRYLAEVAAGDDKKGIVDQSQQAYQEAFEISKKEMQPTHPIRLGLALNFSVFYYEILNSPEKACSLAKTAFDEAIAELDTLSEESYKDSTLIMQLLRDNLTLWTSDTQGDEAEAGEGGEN
# eIF4E 4G PPI – eIF4E–eIF4G protein interaction inhibitors, primary screen, biochemical, uHTS, TR-FRET, eIF4GI fragment; TR-FRET eIF4E-eIF4GI(517-606) binding, 2 h; Eukaryotic translation initiation factor 4E (Mus musculus) + Eukaryotic translation …; hit rate 0.37% among 220,000; inhibition, % at 21.7 µM;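 active = inhibition above about 30%, limit read from the data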;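 note: 0% = full FRET control wells and 100% = background wells lacking eIF4GI fragment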
# L929 necroptosis – inhibitors of zVAD-triggered necroptosis, primary screen, L929 cells; L929 zVAD necroptosis rescue, ATP luminescence, 24 h; with zVAD 60 µM; viability rescue, % at 10 µM; hit rate 0.38% among 220,000; AID 1377, 2008;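 active = activation, scaled between plate controls, above about 75%, limit read from the data; inactive = activation under that limit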;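 note: 0% = zVAD with DMSO and 100% = DMSO alone without zVAD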
# EP2 modulator – EP2 receptor modulators, cAMP readout, primary screen, cell-based, HTRF cAMP, PGE2 stimulation; Prostaglandin E2 receptor EP2 subtype (Homo sapiens), P43116; hit rate 0.83% among 260,000; EP2-expressing cells, cAMP HTRF FRET, PGE2 co-stimulation; induction, % at 25 µM;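 active = compounds whose cAMP rise, as percent of the full-agonist control response, exceeds 60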;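 note: rat C6 glioma line stably carrying human EP2 under a CMV promoter; the protocol text gives 20 µM as final concentration; 100% = response of wells given 1 µM PGE2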
# The depositor's hits bear a star; x = not tested or not shown; & = joins results of further samples; [ ] = remark or other dose. These rows are one share of the data; rates above refer to the full screens.
SMILES,EP2 antag,Hck-Nef inh,Rad51 HR inh,TbHK1 inh,m-calpain inh,14-3-3 Bad PPI,eIF4E 4G PPI,L929 necroptosis,EP2 modulator
CC[C@H](C)[C@H](NC(=O)c1ccc(Cl)cc1)C(=O)OCC(=O)c1ccc2c(c1)NC(=O)CO2,17,-2,5,-1,-23,5,3,-0.4,13
O=C(/C=C/c1cccc([N+](=O)[O-])c1)NCc1ccccc1,13,23,17,-3,6,-12,2,6.0,-65
Cc1ccc(-c2nnc(Nc3ccc4c(c3)OCO4)c3ccccc23)cc1S(=O)(=O)NC(C)C,2,3,x,-14,-45,-9,-1,0.5,-58
Cn1c(Oc2ccccc2)c(C=O)c2ccccc21,12,3,-12,-3,-12,-2,-3,0.1,43
CCc1nn2c(N(C)CCO)cc(C)nc2c1-c1ccc(F)cc1,5,29,5,-10,-16,6,0,39,8
CC(=O)Nc1ccc(S(=O)(=O)NCCC(=O)NCCc2ccc(F)cc2)cc1,5,-1,3,-2,-7,5,0,0.8,8
COc1ccc(Nc2nc(NCc3ccco3)nc(N/N=C/c3ccc(O)cc3)n2)cc1,3,6,0,-8,-8,-15,5[fluorescence artefact?],2.2,-8
CCCCOc1ccc(C(=O)Nc2ccc(N3CCN(C)CC3)cc2)cc1,8,1,9,0,-14,5,-2,-0.1,-32
CCN(CC)S(=O)(=O)c1ccc2c(c1)nc(CCC(=O)OCC(=O)Nc1cc(OC)cc(OC)c1)n2C,3,18,1,19,23,3[fluorescence artefact?],-7,0.5,-26
CCCc1ccc(C(=O)N2CCN(c3ccccc3OCC)CC2)cc1,7,7,2,-5,12,-9,-9,0.6,-10
CCOC(=O)C(=NCCCN(C)C)NNc1cc(C(F)(F)F)ccc1Cl,6,24,10,-9,-15,-10,-3,-0.7,-44
Nc1nc(-c2ccc3c(c2)CCC(=O)N3)cs1,12,-9,9,-6,-10,-3,-1,8.0,-8
CCS(=O)(=O)N1Cc2ccccc2CC1C(=O)Nc1nnc(C2CC2)s1 (stereo not given),6,28,-2,-5,-29,-19,-2,1.2,4
Cc1noc(C)c1C(=O)OCC(=O)NC(c1ccccc1)c1ccccc1,4,1,0,-2,14,-11,0[fluorescence artefact?],-0.1,32
Cc1ccc(CNC(=O)CCC(=O)c2cccs2)cc1,1,2,-5,-2,2,-4[fluorescence artefact?],1,0.5,17
O=C(/C=C/c1ccccc1)NC(=S)NNC(=O)Cc1cccs1,11&10,10,-2,5,18,-6,1,1.2,-47&5
CCOC(=O)c1nc(C)sc1-c1ccnn1S(=O)(=O)c1ccc(Cl)cc1Cl,7,13,-19,-15,-21,-3,2,0.8,-29
O=C(NCCc1ccc(Cl)cc1)C1CCC(CNc2c(N3CCCCC3)c(=O)c2=O)CC1 (stereo not given),11,-7,-1,0,33,2,3,x,23
CCc1ccc2[nH]c3nc(SCc4nnc(-c5ccc(C)cc5)o4)nnc3c2c1,20,27,3,4,-6,16,-1[fluorescence artefact?],0.2,-60
CCOC(=O)c1ccc(S(=O)(=O)Nc2nc3cc(S(=O)(=O)NC4=NCCCCC4)ccc3s2)cc1,10,30,-1,-4,-27,-2,1,5.0,23
CN(NS(=O)(=O)c1ccc(Cl)cc1)c1ncc(C(F)(F)F)cc1Cl,3,-22,11,-2,16,2,1,1.6,57
Cc1ccc(NC(=O)Cn2sc3nc(C)cc(C)c3c2=O)c(Cl)c1,9,-145,x,17,-10,10,7,-0.2,-27
Cc1ccc(-c2nn3c(C)nnc3s2)cc1NC(=O)c1ccc(-c2cccc(Cl)c2)o1,11,15,-24,-12,-447,-10,-46,0.9,-5
Cc1cc(C(=O)N2CCN(C/C=C/c3ccccc3)CC2)cs1,5,-1,2,-4,7,31,-10,0.1,-35
O=P1(O)C=C(c2ccccc2)OC(c2ccccc2)=C1,x,-3,x,3,-17,3,-5[fluorescence artefact?],2.0,14
Cc1nc2nc(NCc3cccs3)nn2c(C)c1Cl,3,8,7,-9,-217,-2[fluorescence artefact?],7,0.0,15
Cc1ccc(S(=O)(=O)c2c(C)nn(C(C)(C)C)c2OC(=O)CC(C)C)cc1,2,-14,3,-8,13,-2,0,1.0,31
CC(=O)N/N=C(\C)CCc1ccccc1,1,-8,-23,2,-14,-22,-1,4.3,26
O=C(c1ccc(Cl)c(S(=O)(=O)NCc2ccccc2)c1)N1CCN(c2ccccn2)CC1,2,-1,0,-1,11,-2,10,0.3,-32
COc1ccc(OC)c(CNn2c(-c3ccccc3F)nc3ccccc3c2=O)c1,15,18,8,-3,-11,-13,4,4.5,30
Cc1cc(C)c(C#N)c(Sc2ccccc2N)n1,3,29,3,-3,-16,-19,0,0.2,18
CN(C(=O)CSc1nc2c(c(=O)[nH]1)CCCC2)C1CCCCC1,9,-1,-3,-5,30,-1,11,0.3,40
CCN(CCn1cccn1)C(=O)CCc1nnc(-c2ccccc2)o1,3,6,-1,5,7,-7,-1,0.0,-5
CS(=O)(=O)N(CC(=O)Nc1ccc(F)c(F)c1)c1cccc([N+](=O)[O-])c1,4,3,-1,0,8,-2,-4[fluorescence artefact?],1.0,-16
O=C(N=C1SCC(=O)N1c1ccccc1Cl)c1ccco1,5,2,-3,-3,-23,-2,4,0.1,48
O=C(Nc1ccc2c(c1)OCO2)Nc1ccc(Cl)cc1Cl,4,0,-42,-2,13,4[fluorescence artefact?],0[fluorescence artefact?],-1.0,6
O=C1C(Cl)=C(NCCN2CCCCC2)C(=O)c2ccccc21,17,17,18,-4,-6,-16,0,-3.3,-92
Cc1cccc(NC(=O)c2ccc(Cl)c(NC(=O)c3ccncc3)c2)c1C,6,22,-84,-1,8,-1,3,68,-24
C/C(=N\NC(=O)c1c(Br)cnn1C)c1ccc(NC(=O)c2ccc(F)cc2)cc1,9,31,6,-6,1,-16,1,-0.1,-8
NC(=O)c1ccc(-n2nnnc2Oc2ccc(Br)cc2)cc1,6,-5,-6,-3,4,-3,0,-2.1,-32
C/C(=N\NC(=O)CNc1cccc(C(F)(F)F)c1)c1cccs1,6,14,7,-9,-5,-2,-1,5.0,-17
COc1ccc(CCn2c(=O)[nH]c3cc(C(=O)NCCCN4CCOCC4)ccc3c2=O)cc1OC,4,-6,18,-14,13,7,2,1.9,6
CC(C)=Nc1ccccc1C1COC(=O)C1=N (stereo not given),8,2,x,-21,-93,5[fluorescence artefact?],0,0.0,17
CN(Cc1ccccc1F)c1nc(-c2cccs2)nc2ccccc12,9,0,-2,15,7,-19,2,1.3,43
CCC(C)Nc1nc(C)nc2c1oc1ccccc12 (stereo not given),9,-5,x,-3,-14,7,1,1.1,-36
CNC(=S)N/N=C/c1ccc(OCc2ccccc2)c(Br)c1,2,3,5,-11,-18,-4,23,1.1,25
COCCn1c(SCc2cc(=O)n3ccsc3n2)nnc1-c1ccncc1,15,18,-3,-3,-25,6,3,1.3,43
N#C/C(=N\Nc1ccccc1F)c1nc(-c2ccccc2)cs1,5,17,0,-1,-49,-8,1,0.5,22
CCOc1ccccc1-n1c(SCC(N)=O)nnc1-c1ccc(O)cc1,5&9,-1,-4,-2,9,-1,0,0.0,-1&-3
Cc1cccc(Nc2nc(N)c([N+](=O)[O-])c(NCc3ccco3)n2)c1,2,11,-1,-5,45,-11,2,-0.8,62*
Cc1cc(C(=O)NCc2cc(C(=O)O)co2)co1,4,19,x,1,-10,-3,2,2.7,24
CCCc1cc(-c2n[nH]c(=S)n2C(C)c2ccccc2)cs1 (stereo not given),-1,-3,9,1,28,-7,-1,-0.4,68*
COc1ccc(CNCC(=O)Nc2cccc(S(N)(=O)=O)c2)cc1,2,-25,0,-6,0,24,-1,0.3,-3
CC(=O)N/N=C(\C)CC(=O)Nc1ccc2c(c1)OCCO2,8,12,-1,4,18,-2,1,-1.2,-2
Fc1ccccc1COc1cccc(/C=N/n2cnnc2)c1,6,1,-8,6,-4,-3,-2,-0.6,-9
OCC#Cc1cnc2ccccc2c1,6,0,7,0,-39,-8,-8,-0.3,38
COCCOC(=O)C1=C(C)NC2=C(C(=O)CCC2)C1c1ccc(N(C)C)cc1 (stereo not given),9,2,1,-18,x,x,x,0.8,x
CC(O)(CS(=O)(=O)Cc1ccccc1)C(=O)Nc1ccc(C(F)(F)F)cc1 (stereo not given),12,-1,0,6,-2,11,-2,0.1,-3
COc1cccc(-c2cc3nc(-c4ccccc4)cc(N4CCC5(CC4)OCCO5)n3n2)c1,8,1,-5,-14,-386,-10[fluorescence artefact?],1,0.1,19
O=C(CN1CCCCC1)Nc1cccc(-n2cnnn2)c1,4&10,-1,4,-1,-8,1[fluorescence artefact?],4[fluorescence artefact?],0.3,2&-36

# Filtered by structure, the compounds so far with a cyano group
SMILES,EP2 antag,Hck-Nef inh,Rad51 HR inh,TbHK1 inh,m-calpain inh,14-3-3 Bad PPI,eIF4E 4G PPI,L929 necroptosis,EP2 modulator
Cc1cc(C)c(C#N)c(Sc2ccccc2N)n1,3,29,3,-3,-16,-19,0,0.2,18
N#C/C(=N\Nc1ccccc1F)c1nc(-c2ccccc2)cs1,5,17,0,-1,-49,-8,1,0.5,22

# The listing continues:
SMILES,EP2 antag,Hck-Nef inh,Rad51 HR inh,TbHK1 inh,m-calpain inh,14-3-3 Bad PPI,eIF4E 4G PPI,L929 necroptosis,EP2 modulator
CC(=O)C1=C(O)C(=O)N(CCCN2CCOCC2)C1c1ccccc1[N+](=O)[O-] (stereo not given),2,19,-46,-14,-24,8,-6,-0.3,-4
COc1ccc(-c2[nH]c(-c3ccc(Cl)cc3)nc2SCC(=O)Nc2nccs2)cc1,24,2,4,-3,-35,4,1,14,-67
CC(C)(C)N1C(=O)c2ccccc2NC(=O)N1Cc1ccc(Br)cc1,10,7,3,4,-35,5,3,1.3,10
Cc1cc(Oc2ccc([N+](=O)[O-])cc2)nc(N2CCOCC2)n1,11,13,3,-8,-20,-3,0,-0.4,13
C=CCn1c(C)cc(C(=O)COc2nncc3ccccc23)c1C,10,0,4,-7,-13,9[fluorescence artefact?],-1,-0.7,-6
COc1ccccc1NC(=O)Cn1nnc(C(=O)NCCc2ccccc2)c1N,5,7,8,0,10,-8,4,1.1,-37
CC(=O)N(c1cccc(Br)c1)C1C=CS(=O)(=O)C1 (stereo not given),14,-5,1,-3,-7,-11,11,-0.3,69*
CSc1nncc(=O)[nH]1,1,1,-4,1,-2,-5,0,0.2,-1
Cc1cccc(Cc2nnc(CCC(=O)NCc3ccncc3C)o2)c1,11,18,3,5,22,12,1,-0.8,-8
Cc1ccc(C2=NN(C(=O)CCC(=O)O)C(c3cccs3)C2)cc1 (stereo not given),6,8,4,0,11,3,-1,-0.6,-28
COc1ccc(-n2ncc3c(NCCN4CCOCC4)ncnc32)cc1,9,-19,0,2,-48,-9,2,-1.0,4
